Pf growth 96h: Primary qHTS for delayed death inhibitors of the malarial parasite plastid, 96 hour incubation; P. falciparum luciferase reporter growth, 96 h; Potency, µM (highest dose often 28.7 µM), without a hit: at the top dose activity change, negative = inhibition, actives largely listed as inhibitors; 6.9% of 320,000 active; note: potency is the fitted concentration of half-maximal effect; % is set by controls: 0 for no effect and ±100 for the full control effect
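P. falciparum expressing integrated firefly luciferase grown in erythrocytes (2% hematocrit, 0.05% parasitemia final) with compounds for 96 hours at 37 C, 5% CO2. Growth inhibition read as loss of luminescence after adding luciferase detection reagent.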
Shiga inhibitor: A qHTS for Small Molecule Inhibitors of Shiga Toxin | Vero cells, Shiga toxin protein synthesis inhibition reporter | inhibition, % at 38.7 µM | 9.2% of 290,000 active; in the data active = inhibition mostly above about 28%, no sharp cut-off; inactive = mostly below about 43%; note: 0% is about no effect
Giardia FBPA inh: qHTS Assay for Inhibitors of Fructose-1,6-bisphosphate Aldolase from Giardia Lamblia; A8B2U2; purified Giardia FBPA; Potency, µM (top dose mostly 59.6 µM), for the others: at the highest dose activity, negative = inhibition, actives largely listed as inhibitors; 0.71% of 290,000 active; note: potency is the fitted concentration of half-maximal effect; % is set by controls: 0 for no effect and ±100 for the full control effect; nearly all actives have a fitted effect of over 55% in size
Target sequence (A8B2U2 whole entry, looked up): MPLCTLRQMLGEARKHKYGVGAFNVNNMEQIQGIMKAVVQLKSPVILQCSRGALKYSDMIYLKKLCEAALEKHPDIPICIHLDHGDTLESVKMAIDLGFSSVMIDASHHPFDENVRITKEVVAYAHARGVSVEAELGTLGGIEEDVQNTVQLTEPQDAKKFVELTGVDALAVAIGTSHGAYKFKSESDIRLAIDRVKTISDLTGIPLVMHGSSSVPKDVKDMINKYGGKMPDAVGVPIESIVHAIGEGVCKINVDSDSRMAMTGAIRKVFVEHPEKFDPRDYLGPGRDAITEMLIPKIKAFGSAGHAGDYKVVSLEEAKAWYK
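Giardia FBPA (40 nM reagent) was preincubated 10 min at RT with compound (up to 57.5 uM final), then substrate plus GAPDH/TPI/NAD/arsenate coupling system with diaphorase/resazurin was added; resorufin fluorescence (525/598 nm) was read after 20 min.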
HCV inhibitor: qHTS Assay for Inhibitors of Hepatitis C Virus (HCV); Huh7.5.1 HCVcc-Cre infection, luciferase reporter, 44 h; Potency, µM (titrated, usually from 41.8 µM), for inactives: at the highest dose activity change, negative = inhibition, usual class: inhibitors; 3.4% of 340,000 active; AID 651820, 2012; note: potency is the fitted concentration of half-maximal effect; % is set by controls: 0 for no effect and ±100 for the full control effect
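A cell-based infection assay in which seeded cells (1,000 per well) receive test compound after 4 h, are inoculated with HCVcc-Cre at approximately 0.5 moi, and are incubated 44 h before luminescence detection.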
Pf growth 48h: Primary qHTS for delayed death inhibitors of the malarial parasite plastid, 48 hour incubation; P. falciparum luciferase growth in erythrocytes, 48 h; Potency, µM (titrated, usually from 28.7 µM), for inactives: at the top dose activity change, negative = inhibition, most hits filed as inhibitors; 5.9% of 310,000 active; AID 504832, 2011; note: potency is the fitted concentration of half-maximal effect; % is set by controls: 0 for no effect and ±100 for the full control effect
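Compounds are pin-transferred into medium, infected erythrocytes (2% hematocrit, 0.1% parasitemia final) are added, and plates sit one parasite generation at 37 C in 5% CO2. Detection reagent is then added and luminescence measured.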
Cycloheximide cs: Cycloheximide Counterscreen for Small Molecule Inhibitors of Shiga Toxin. cell reporter, cycloheximide protein synthesis inhibition counterscreen. max response, %. 12% of 300,000 active. AID 2314, 2010; in the data active = max response mostly above about 13%, no sharp cut-off; inactive = mostly below about 14%; note: read at 38.3 µM for the half of the compounds with a filed dose; 0% is about no effect
* = called active by the depositor; ? = inconclusive; / = no result given; + = active, no number; [ ] = dose if it differs, or a comment. Unless noted, calls come from the whole dose curve; as a rule, active = well fitted curve in the direction sought with a large enough effect; inconclusive = small, poorly fitted or top-dose-only effect, or another doubt; inactive = no such curve, though single readings can be large; an effect the other way counts as inactive or inconclusive.

SMILES	Pf growth 96h	Shiga inhibitor	Giardia FBPA inh	HCV inhibitor	Pf growth 48h	Cycloheximide cs
COc1cccc(Nc2nc(-c3sc(NC(=O)CC(C)C)nc3C)cs2)c1	13.1µM*	15.4	1.7%	-3.2%	?	11.9
COc1ccc(N2CCN(Cc3cc(=O)oc4c3ccc3ccccc34)CC2)cc1	11.7µM*	2.1	-6.3%	/	-15.8%	-2.5
CC1(C)CC(=O)C/C(=N\NC(=O)C2CC2c2ccccc2)C1 (stereo not drawn)	54.0%[activator]	43.7*	0.7%	-6.0%	-1.0%	2.6
CN(C(=O)Cn1cnc([N+](=O)[O-])n1)C1CCCCC1	?	-3.2	-5.9%	1.8%	24.0%	1.1
COc1ccccc1N1CCN(CC(=O)c2c[nH]c3ccccc23)CC1	?	-5.5	0.2%	?	?	-1.3
O=C(Nc1ccccc1C(=O)OCn1nnc2ccccc2c1=O)c1ccco1	-2.0%	18.2	1.5%	-1.1%	8.2%	-4.3
O=C(NCc1ccccc1Cl)c1cnn2cccnc12	8.9%[5.75 µM]	-14.1	7.9%	-6.0%	-4.7%	1.0
COc1cc(CN(C)c2ncnc3sccc23)ccc1OC(F)F	13.1µM*	-2.8	/	?	?	6.2
Cn1c(C(=O)N2CCCC(C(=O)NCc3ccccc3)C2)cc2sccc21 (stereo not drawn)	21.5%	18.4	-0.6%	-8.5%	?	3.9
CCn1c(COc2ccc(OC)cc2)nc2ccccc21	4.65µM*	80.0*	/	6.7%	56.9%[activator]	50.5*
CN(C)C(Cc1ccccc1)C(=O)c1ccc(-c2ccccc2)cc1 (stereo not drawn)	?	-2.6	1.6%	5.3%	/	8.0
O=C1N=C(N2CCc3ccccc3C2)S/C1=C\c1ccc(O)cc1	11.7µM*	33.0	4.1%	-19.9%	7.38µM*	10.4
CC(C)(C)C(=O)NCc1ccc(C(=O)CSc2nnc(C3CC3)n2C2CC2)s1	?	/	/	7.6%	?	/
CCCCc1nnc(NC(=O)C2=COCCO2)s1	170.2%[activator]	68.8*	/	0.7%	146.7%[activator]	39.6*
Cc1ccc2nc(SC(C)C(=O)N3CCOCC3)[nH]c2c1 (stereo not drawn)	154.7%[activator]	79.3*	-13.1%	9.4%	219.1%[activator]	43.9*
O=C(NCCCN1CCOCC1)c1ccc2c(c1)N(Cc1ccccc1)CCS2	?	-14.2	2.2%	-21.7%	-21.6%	-0.2
COc1ccc(-c2ccc(NC(=O)c3ccco3)cc2)nn1	-46.7%	/	/	-19.8%	?	/
COc1cc(-c2nnc3sc(Cc4ccccc4)nn23)cc(OC)c1OC	6.57µM*	-14.7	9.4%	-25.0%	?	-2.1
COc1cc(C(=O)NCc2ccc(-n3cccc3)cc2)cc(OC)c1OC	-1.8%	-6.7	2.4%	/	?	5.0
CCN(CC)CCCn1c2c(c(SCC(=O)Nc3cccc(C)c3C)nc1=O)CCC2	-0.7%	/	/	?	-10.0%	/
O=C(Nc1ccc(Cl)cc1C(=O)O)c1ccc2c(c1)C(=O)N(Cc1ccco1)C2=O	10.7%	-4.1	20.0%	20.2%	-4.7%	-3.9
COc1ccc(-c2n[nH]c(=S)n2-c2ccc(C)cc2C)cc1	0.0%	/	19.3%	-12.8%	4.3%	1.8
O=C(CSc1nc2ccccc2s1)NNC(=S)Nc1ccc(Br)cc1	0.0%	-15.3	/	15.5%	41.9%[activator]	0.9
C=CCC1NS(=O)(=O)OC2CCCCC12 (stereo not drawn)	12.4%	-5.3	-18.4%	45.0%[activator]	5.7%	0.5
O=C(CSCc1cnn(-c2ccccc2)c1-n1cccc1)NCc1ccccn1	?	-16.1	3.3%	7.0%	?	-3.8
SMILES	Pf growth 96h	Shiga inhibitor	Giardia FBPA inh	HCV inhibitor	Pf growth 48h	Cycloheximide cs
O=C(Nc1ccc(S(=O)(=O)Nc2nccs2)cc1)c1cc(=O)[nH]c2ccccc12	16.1%	-9.7	7.1%	7.9%	32.1%[activator]	-1.7
Cc1[nH]n(-c2cccc([N+](=O)[O-])c2)c(=O)c1-c1ccccc1	13.1µM*	34.0	-1.6%	-0.1%	?	8.4
Fc1cnc(N2CCN(c3ccccc3)CC2)nc1N1CCN(c2ccccc2)CC1	0.5%	16.2	-8.4%	?	13.1µM*	3.3
CCSc1ccccc1C(=O)Nc1cc(C)on1	/	-5.2	0.4%	15.2%	6.8%	-2.4
Cc1ccc(NC(=O)CCC(=O)NNC(=O)COc2ccc([N+](=O)[O-])cc2)c(C)c1	-8.3%	-6.3	/	-1.0%	1.4%	-2.8
Cc1cccc(NC(=O)c2ccccc2NC(=O)Cc2ccccc2)c1C	40.0%[activator]	-8.5	-5.7%	24.7%	41.4%[activator]	-2.3
CCO/C=C1\C(=O)N(c2ccccc2)C(=O)c2ccccc21	0.7%[5.75 µM]	69.4*	13.8%	19.9%	11.9%	40.4*
COc1ccc(C2SCCN2C(=S)Nc2ccc(Cl)cc2)cc1 (stereo not drawn)	?	23.5	-12.2%	?	?	28.8*
O=C1CC(C(=O)N2CCc3ccccc32)CN1c1ccccc1 (stereo not drawn)	-4.4%	-4.3	1.5%	-1.9%	-2.7%	2.1
COc1cc2nc(=S)n3[nH]c(CCn4nc(C)cc4C)nc3c2cc1OC	-10.2%	-3.3	?	-11.0%	2.94µM*	9.3
CCNC(=S)N/N=C/c1c(Cl)cccc1Cl	?	-12.4	-3.4%	-15.9%	0.5%	-3.1
CNc1sc(C(=O)c2ccccc2F)c(N)c1-c1nc2ccccc2s1	?	63.6*	-9.1%	12.6µM*	/	19.4*
CCCOc1ccccc1N/C(=N/c1nc(C)cc(C)n1)NC(=O)COc1ccc(OC)cc1	4.65µM*	-11.6	-1.6%	?	/	-3.9
Cc1c(CNCCc2ccccc2Cl)c(C(=O)O)c(C)n1-c1ccccc1	0.0%	32.4	5.6%	-12.2%	?	16.9*
O=C(Oc1ccc([N+](=O)[O-])cc1)c1ccc2ccccc2n1	17.9%	-35.6*	?	9.5%	29.2%	33.2*
O=C(NCCn1cccn1)C1CCC(=O)N(CCc2ccccc2)C1 (stereo not drawn)	13.1µM*	7.2	/	16.2%	5.6%	-6.1
O=C(NC1CC2CCC(C1)N2C(=O)NCc1ccccc1)C1CC1 (stereo not drawn)	19.3%	-7.7	4.3%	1.2%	2.6%	-2.4
COc1ccc2c(c1)cc(C)c1nnc(SCC(=O)N(C)c3nc(-c4ccccc4)cs3)n12	59.1%[activator]	-7.3	7.3%	?	-2.0%	-3.9
COC(=O)C1=C(c2ccc(F)cc2F)C[C@@H]2CC[C@H]1N2C(=O)NCCO	36.7%[activator]	/	/	16.2%	22.5%	/
CC(C)=CCN1CCN(Cc2cccn2-c2ncccn2)CC1CCO (stereo not drawn)	1.1%	-7.5	-0.1%	-27.7%	4.9%	-3.3
CC1CC(C)CN(CCCNC(=O)c2ccc(CNS(=O)(=O)c3ccc(F)cc3)cc2)C1 (stereo not drawn)	22.2%	-9.1	/	-26.4%	?	-9.3
O=C(CNC(=O)c1cccs1)N/N=C/c1ccc(O)cc1O	?	1.2	23.1%	4.9%	-10.1%	-1.9
CCCCNC(=O)c1ccccc1NC(=O)C1=C(C)OCCS1	?	1.7	7.9%	-9.9%	12.8%	1.9
CNC(=O)c1ccc(NC(=O)CN2c3cccc4cccc(c34)S2(=O)=O)cc1	?	/	/	-8.0%	?	/
O=C(C(Cl)Cl)N1c2ccccc2OCC1c1ccccc1 (stereo not drawn)	?	-6.2	-9.9%	12.6µM*	?	5.3
SMILES	Pf growth 96h	Shiga inhibitor	Giardia FBPA inh	HCV inhibitor	Pf growth 48h	Cycloheximide cs
Cc1ccc(NC(=O)c2ccc([N+](=O)[O-])cc2)cc1S(=O)(=O)N(C)C	-19.4%	67.9*	-6.1%	?	-26.1%	40.3*
CSc1ccccc1NC(=O)CN1CCCCC1C (stereo not drawn)	?	-2.0	7.0%	?	-1.8%	-0.9
CC(C)NC(=O)Nc1cccc(Cl)c1	75.2%[activator]	24.2	-0.9%	3.1%	-5.9%	10.8
COC(=O)c1cc(NC(=O)CSC2=NCCS2)cc(C(=O)OC)c1	-8.9%	17.8	-4.3%	1.1%	-25.0%	-3.6
Cc1c(Cl)c(C(F)(F)F)nn1CC(=O)NCc1ccco1	?	21.0	0.1%	1.9%	8.8%	34.9
Cc1cccc(NC(=O)C(C)SCc2nc3sc4c(c3c(=O)[nH]2)CCCC4)n1 (stereo not drawn)	20.4%	/	/	-6.5%	?	/
COc1ccc(OCCCC(=O)Nc2ccc3c(c2)OCCO3)cc1	-1.5%	+	-7.1%	?	-11.9%	11.2
C/C(=N\NC(=O)c1ccccc1OCc1ccc(F)cc1)c1ccccn1	4.15µM*	/	/	2.82µM*	1.47µM*	/
O=C(O)c1cc(NC(=O)c2ccco2)cc(NC(=O)c2ccco2)c1	?	16.7	1.2%	13.1%	37.4%[activator]	-3.1
COc1ccc(/C=C/c2ccc3ccccc3[n+]2C)cc1OC	10.1%	71.0*	-1.4%	1.5%	1.17µM*	43.5*
CCOc1ccc(CCNC(=O)c2[nH]c(C)c(C(C)=O)c2C)cc1OCC	?	10.8	3.6%	-18.4%	11.6%	6.4
CCOC(=O)C1CCN(c2ccc(-c3cccs3)nn2)CC1	46.9%[activator]	98.7*	3.3%	16.5%	25.3%	36.7*
CC1CCCN(c2ccc(N)cc2C(N)=O)C1 (stereo not drawn)	27.6%	-8.0	-7.4%	7.4%	25.0%	-1.8
CCn1c(CNC(=O)COc2ccc(C(C)C)cc2)nnc1SCC(=O)Nc1ccccc1	?	-6.4	2.4%	-19.3%	/	6.2
CCOC(=O)N1CCC(NC(=O)c2cccc3c2C(=O)N(c2ccc(OC)cc2)C3)CC1	?	-16.1	-5.9%	3.9%	/	-6.8
CC12CC3(O)OC(O1)C1(COC(=O)c4ccccc4)[C@@H]3CC21O[C@@H]1O[C@H](CO)[C@@H](O)[C@H](O)[C@H]1O	/	-5.7	5.8%	/	/	-3.6
CC(C(=O)Nc1ccccn1)(c1ccccc1)c1ccccc1	?	8.4	-1.2%	?	?	6.7
CN(CCNC(=O)C1CCC(=O)N(Cc2cccc(F)c2)C1)CCc1ccccc1 (stereo not drawn)	?	-2.4	/	/	-12.8%	9.6
O=[N+]([O-])c1cc(Cl)cc(/C=N/Nc2nc3ccccc3s2)c1O	43.8%[activator]	41.1*	11.0%	11.2µM*	52.0%[activator]	32.5*

This is a random part of the collection. Share with any hit: about 24%.
